Assay outcomes (PubChem)
CSM14.1 death rescue: rescue of cells from ER stress-induced death, primary screen, 384-well, CSM14.1, thapsigargin, ATP luminescence (AID 1222) | CSM14.1 thapsigargin-induced death rescue, ATP luminescence; higher % means a stronger effect | cellular ATP content (survival), % at 20 µM; hits with a dose series show EC50 in µM | 190,000 tested, under 10 active;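 active = EC50 below 50 µM in the dose-response confirmation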;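 note: death triggered by thapsigargin at about 15 µM added after 2 h compound pretreatment; cell ATP read after overnight thapsigargin exposure of roughly 18 to 22 hours; normalized against plate controls of thapsigargin alone and 5% DMSO vehicle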
Lipid droplet: modulators of hepatic lipid droplet formation. AML12 mouse hepatocytes, oleate lipid droplets, BODIPY imaging. inhibition, % at 6.5 µM. 0.4% of 240,000 active. AID 1656;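 active = lipid droplet intensity inhibited by at least 50%, with more than 500 cells counted; inconclusive = wells with under 300 cells, treated as cytotoxic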
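Technique: fluorescence imaging, 20x objective, two fields per well / Assay system: AML12 hepatocytes (mouse) / Measure: % inhibition of lipid droplet signal / Doses: 6.5 µM single-point dosing / Incubation: overnight exposure / Reagent: 100 µM oleic acid challenge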
Yfh1-off respiration: mitochondrial function rescue without frataxin homolog – Friedreich's ataxia, plus single-dose screen, dose response (AID 1465); S. cerevisiae Yfh1-off respiration, WST-1 reduction, 72 h; higher fold induction means a stronger effect; one-dose fold induction at 50 µM; EC50 in µM for titrated hits; 0.074% of 220,000 active;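 active = fold induction of absorbance versus untreated yeast above a set limit, then at least 30% activation at any dose in follow-up; inconclusive = repeats straddling the limit, or above it without dose testing; inactive = fold induction below the set limit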;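 note: activators that raise dye reduction in frataxin-depleted yeast; strong numbers were not always called active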
M1AAP inhibition: P. falciparum M1AAP inhibitors, biochemical, fluorogenic H-Leu-NHMec substrate, 1536-well (AID 1445) | 0.42% of 220,000 active | recombinant M1AAP, H-Leu-NHMec fluorogenic kinetic assay; higher % means a stronger effect | inhibition, % at 30 µM; hits with a dose series show IC50 in µM;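 active = primary inhibition above the hit cutoff, then over 50% inhibition at one or more dose response concentrations, cut at about 23% in these data, passing the limit was not always enough; inconclusive = conflicting primary data, or primary hits not chosen for dose response; inactive = low primary inhibition, or under 50% at every dose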;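 note: plate controls were DMSO full reaction for no effect and no enzyme background for full effect; strong numbers were not always called active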
MT stabilize HCS: microtubule stabilization, imaging screen | HeLa tubulin immunostaining HCS, 24 h; share of cells brighter than vehicle mean+2SD | % tubulin-high responders, % at 10 µM | 0.83% of 200,000 active;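 active = plate Z-score above 3 for both tubulin-high and condensed-nucleus cell shares, with cell loss under 80%, at 10 µM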;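 note: anti alpha tubulin signal scored within the nucleus-defined area of each cell; some results filed as inactive read as strong as hits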
Dynein transport: dynein cargo transport inhibition; 3617.4 mouse cells, GR-EGFP nuclear translocation imaging; test concentration mostly 20 µM; stimulated with dexamethasone, 1 µM; stronger effect = lower value; z-score, hits read low; AID 1381; 0.47% of 220,000 active;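 active = plate z-score of nuclear minus cytoplasmic receptor signal below a set negative limit, without overly bright fluorescence or cell loss, cut at about -3.5 in these data, passing the limit was not always enough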;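 note: z-score of nuclear minus cytoplasmic ring GR-EGFP intensity difference per well; some compounds called inactive have numbers as strong as hits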
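Buffer or medium: tet-free, stripped-serum medium; Also added: dexamethasone, 1.0 µM final; Technique: high-content fluorescence imaging after fixation; Times: 48 h induction, 1 h compound, 30 min dex at 37 °C; Read-out: per-cell GR-EGFP intensity, nucleus versus surrounding cytoplasmic ring, well-averaged.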
Autophagy HCS: autophagy modulation, high-content screen; MEF GFP-LC3 puncta imaging; test concentration mostly 10 µM; calls only at 10 µM (by protocol); 0.98% of 190,000 active; AID 463193;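 active = percentage of spot-positive cells more than 3 SD above its plate mean, without a fluorescence outlier flag or 80% toxicity; inconclusive = no clear call, values can overlap the other calls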;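 note: spot-positive cell cutoff set from DMSO-treated cells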
M17LAP inhibition: P. falciparum M17LAP inhibitors, primary screen, biochemical, fluorogenic H-Leu-NHMec substrate, 1536-well (AID 1619) | inhibition, % at 30 µM; hits with a dose series show IC50 in µM | recombinant M17LAP, H-Leu-NHMec fluorogenic kinetic assay; higher % means a stronger effect | 0.38% of 220,000 active;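 active = compound inhibiting the enzyme by more than half at any dose during confirmatory dose-response retesting; inconclusive = strong single-dose inhibitors picked by rank but not retested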;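 note: plate controls were full reaction with DMSO carrier for no effect and no enzyme background for full effect; strong numbers were not always called active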
Ins promoter up: MIN6 insulin promoter up-regulation. MIN6 insulin promoter-GFP reporter, high-content imaging; stronger effect = higher value. z-score at 5 µM. 0.3% of 190,000 active;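 active = z-score above 3 at 5 µM with at least 500 cells counted in the well; inconclusive = wells under 500 cells, flagged as cytotoxic or low count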
Dynein transport cytoplasmic EGFP: recorded beside Dynein transport, whose call it bears; z-score; measured here: cytoplasmic GR-EGFP intensity; stronger effect = higher value
Dynein transport nuclear GR-EGFP: recorded beside Dynein transport, whose call it bears; z-score; measured here: nuclear GR-EGFP intensity;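 lower value marks the stronger effect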
Dynein transport cell count: recorded beside Dynein transport, whose call it bears; z-score; measured here: cell count per field
Ins promoter up cell count: further read-out of Ins promoter up, marked with its call; cell count; measured here: cytotoxicity, nuclei count;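 total cells summed across four imaged fields per well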
Lipid droplet cells 6.5 µM: recorded beside Lipid droplet, whose call it bears; cell count; measured here: cell count, cytotoxicity flag;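 cells counted across two imaged fields per well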
MT stabilize HCS Hoechst-high %: further read-out of MT stabilize HCS, marked with its call; % Hoechst-high responders; measured here: nuclear condensation Hoechst responders;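 share of cells brighter than vehicle mean plus two SD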
MT stabilize HCS cytotoxicity %: recorded beside MT stabilize HCS, whose call it bears; toxicity, %; measured here: cytotoxicity by cell density;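 0% = mean cell density of plate MIN control wells and 100% = no cells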
Autophagy HCS cell loss 18 h: also measured in Autophagy HCS; calls as there; toxicity, %; measured here: cell loss, nuclei count;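 cell loss after 18 h compound exposure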
Active calls of the source: *; i = inactive; ? = inconclusive; nt = no result given.

SMILES	CSM14.1 death rescue	Lipid droplet	Lipid droplet cells 6.5 µM	Yfh1-off respiration	M1AAP inhibition	MT stabilize HCS	MT stabilize HCS Hoechst-high %	MT stabilize HCS cytotoxicity %	Dynein transport	Dynein transport cytoplasmic EGFP	Dynein transport nuclear GR-EGFP	Dynein transport cell count	Autophagy HCS	Autophagy HCS cell loss 18 h	M17LAP inhibition	Ins promoter up	Ins promoter up cell count
O=C(Nc1cccc(-c2cn3c(n2)SCC3)c1)c1ccc2ccccc2n1	nt	14.0	672	i	1.1%	2.0	2.0	3.2	1.3	-0.211	0.403	-1.19	i	-0.1	7.3%	-0.07	1069
Fc1ccccc1/C=N/NC(=S)Nc1ccc(Cl)cc1Cl	-1.1%	2.9	643	i	3.8%	16.7*	26.4*	53.9*	0.883	-0.196	0.658	-1.18	i	18.4	6.1%	0.08	783
CCOc1ccccc1-c1cc(C(=O)N/N=C/c2ccc3c(c2)OCO3)c2ccccc2n1	2.8%	-19.8	752	?	2.8%	0.4	0.3	2.5	0.509	-0.0878	0.54	-2.07	i	30.6	-3.5%	-0.2	847
COc1cc(NC(=O)CN(C)Cc2ccc(OC(F)F)cc2)c(C)cc1[N+](=O)[O-]	0.2%	-5.2	707	i	6.9%	1.2	2.7	7.1	0.0859	-0.23	0.166	0.328	i	0.7	-5.3%	-4.52	671
Cc1noc(C)c1S(=O)(=O)N1CCCC(C(=O)Nc2nccs2)C1 (centres undefined)	0.3%	nt	nt	i	7.9%	4.6	2.9	4.5	-0.244	-0.164	-0.0204	-0.478	i	6.3	-6.8%	0.41	831
Cc1csc(NC(=O)C2CCCN(S(=O)(=O)c3cccnc3)C2)n1 (centres undefined)	2.8%	nt	nt	i	9.1%	7.3	2.5	4.5	-0.54	-0.332	-0.251	1.09	i	11.7	14.2%	0.71	950
O=C(Nc1ccccc1C(F)(F)F)c1cccnc1	1.5%	nt	nt	i	16.8%	5.8	4.1	5.3	-0.182	-0.314	-0.0686	-0.0872	i	16.7	13.2%	-0.99	1363
COc1cc(C(=O)OCC(=O)c2c[nH]c3ccccc23)ccc1OCC(=O)N1CCOCC1	0.3%	nt	nt	i	1.7%	1.7	1.4	8.2	1.14	-0.209	0.139	-0.0579	i	14.6	-8.0%	-0.5	1173
CCCCC(=O)Nc1c(C)cc(C)cc1Cl	-0.4%	-30.9	801	i	-9.8%	1.4	1.0	10.7	0.485	-0.166	0.636	0.267	i	1.5	1.1%	1.26	725
COC(=O)c1cccc(OC(N)=O)c1	-0.2%	nt	nt	i	0.7%	6.1	4.7	6.7	-0.505	-0.295	-0.266	0.474	i	-10.4	1.5%	0.56	1171
Cc1ccc(CNC(=O)C(C)OC(=O)c2ccco2)cc1 (centres undefined)	1.3%	nt	nt	i	9.4%	3.2	2.3	5.5	-1.18	-0.216	-0.277	0.873	i	-4.8	-9.7%	-0.68	1522
CCn1nnnc1-c1ccc(OC)c(S(=O)(=O)N2CCCCC2)c1	1.6%	nt	nt	i	4.6%	4.6	2.6	10.6	-0.0938	-0.207	0.0423	0.437	i	-6.0	1.4%	-0.59	1406
CN(C)C(=O)c1cn(-c2ccccc2)nc1-c1cc2ccccc2o1	-0.9%	-9.0	592	i	-0.7%	3.7	1.7	8.8	0.183	-0.238	0.608	-0.858	i	3.0	-14.2%	nt	nt
O=[N+]([O-])c1cc(-c2nc(-c3ccncc3)no2)cc([N+](=O)[O-])c1	-3.3%	-0.5	597	i	4.2%	8.6	2.4	3.8	0.993	-0.204	0.672	-1.39	i	1.3	1.5%	0.07	1169
Cn1cnc(S(=O)(=O)Nc2ccccc2C(=O)NCC2CC2)c1	nt	-5.0	720	i	-1.3%	nt	nt	nt	0.641	-0.215	1.01	-0.0326	nt	nt	-9.5%	-0.65	1085
O=C(NCCCN1CCOCC1)c1ccccc1NS(=O)(=O)c1cc([N+](=O)[O-])ccc1Cl	-3.2%	16.9	685	i	-0.6%	6.4	1.6	7.8	-0.712	-0.178	-0.322	1.56	i	23.1	6.6%	-0.47	1564
CCn1c(SCC(=O)NCCc2ccc(Cl)cc2)nnc1-c1cccs1	nt	-35.5	683	nt	-3.7%	2.2	2.1	4.4	-0.847	-0.257	-0.602	0.58	i	1.6	-14.3%	nt	nt
COc1cc(NC(=O)CCn2c(=O)[nH]c3ccsc3c2=O)cc(OC)c1	-3.1%	-13.0	766	i	-5.6%	1.9	0.4	34.6	0.313	-0.266	0.142	1.12	i	-9.3	20.4%	nt	nt
CCOC(=O)c1sc(NN=C(C(=O)OC)C(=O)OC)c(C(=O)OCC)c1C	-0.8%	14.8	659	i	-5.5%	8.0	1.1	4.5	2.8	0.122	1.7	-1.09	i	9.4	3.3%	-0.07	1296
COc1ccc2[nH]c(=O)c(CNc3ccc(C)cc3C)cc2c1	nt	-16.6	760	i	11.5%	nt	nt	nt	-1.43	-0.236	-0.54	0.999	nt	nt	10.0%	0.28	874
COc1cc2c(c3oc(-c4ccccc4)cc(=O)c13)C=CC(C)(C)O2	6.3%	12.0	705	i	2.0%	2.6	2.0	10.4	0.114	-0.23	0.219	0.332	i	-18.7	2.2%	-2.05	831
Clc1ccc(OCc2nn3c(-c4ccccc4)nnc3s2)c(Cl)c1	0.0%	19.3	607	i	-0.6%	5.6	1.6	5.0	1.02	-0.18	0.191	-1.23	i	-1.1	2.4%	-0.51	1941
CCOC(=O)c1ccccc1NC(=O)C1COc2ccccc2O1 (centres undefined)	-1.4%	nt	nt	i	-1.0%	1.5	1.4	7.5	-0.941	-0.231	-0.189	0.616	i	-34.0	5.4%	0.14	1155
N=C1/C(=C\c2ccc(SCc3ccco3)o2)C(=O)N=C2SC=NN12	-2.7%	nt	nt	i	34.6%	2.9	1.2	7.7	0.481	-0.11	0.0996	-1.45	i	7.9	31.1%	nt	nt
O=c1[nH]c(=O)n(-c2ccccc2)c2c1C(C(F)(F)F)(C(F)(F)F)N=C(CCC1CCCCC1)N2	-1.9%	20.1	635	i	4.6%	2.0	4.0	9.9	1.59	-0.092	0.758	-1.08	i	2.3	6.2%	0.26	1263
O=C(NC1CCCCC1)C1CC(=O)N(c2ccc(Cl)cc2)C1 (centres undefined)	-1.4%	nt	nt	i	-1.8%	2.5	3.4	6.8	1.38	-0.0903	1.09	-0.955	i	-0.8	5.3%	1.61	971
CC[C@@H](C)C(NC(=O)OC(C)(C)C)c1cn([C@@H](Cc2cc3ccccc3[nH]2)C(=O)N2CCN(C(=O)OC(C)(C)C)CC2)nn1 (some centres undefined)	24.0%	-18.1	706	i	9.0%	3.8	1.4	10.8	-0.758	-0.28	-0.204	0.422	i	-3.7	-7.8%	-1.55	1001
N#CCCN(C(=O)COC(=O)COc1ccc(Cl)cc1)c1ccccc1	-1.6%	1.2	703	i	-0.9%	2.0	1.6	4.8	0.282	-0.15	0.0822	0.244	i	24.8	18.5%	-0.17	1322
Cc1ccc(Nc2nc3ccccc3o2)cc1F	-0.6%	16.2	797	i	-4.0%	1.4	1.7	5.6	-0.236	-0.43	-0.0694	0.458	i	32.3	-22.0%	0.11	909
Cc1ccccc1Nc1nc(-c2sc(NC(=O)c3ccco3)nc2C)cs1	-2.2%	38.6	701	i	9.9%	3.7	1.1	5.6	0.151	-0.192	0.39	0.302	i	19.3	24.2%	-0.71	1678
CC(=O)NS(=O)(=O)c1ccc(NC(=O)C2c3ccccc3Oc3ccccc32)cc1	-1.4%	-9.6	640	i	7.2%	2.3	2.6	1.8	-0.231	-0.24	-0.174	0.908	i	3.5	7.0%	-0.11	1439
COc1cccc(OC)c1C(=O)Nc1ccc2c(c1)OCCO2	-0.9%	nt	nt	i	8.8%	4.8	3.2	5.4	0.0957	-0.283	0.216	-0.334	i	-14.0	1.0%	0.21	1087
COc1cc(/C=N/NC(=O)c2cccc([N+](=O)[O-])c2)ccc1OCc1ccccc1	4.5%	-8.0	691	i	5.0%	2.8	0.7	6.6	0.00815	-0.195	-0.22	0.238	i	-6.6	-4.9%	nt	nt
Cc1[nH]nc2c1C(C(C)c1ccccc1)C(C#N)=C(N)O2 (centres undefined)	3.1%	0.2	693	i	-0.5%	2.2	2.2	4.3	-0.944	-0.277	-0.398	0.399	i	-20.5	4.4%	-0.35	1317
COc1ccc(Cl)cc1C(=O)OCC(=O)NC(=O)c1cccn1C	-0.4%	16.5	721	i	2.8%	1.7	1.5	7.8	-0.773	-0.0383	-0.161	-0.465	i	-11.2	8.6%	0.16	933
COc1ccc(NC(=O)COC(=O)[C@@H]2CCCN2S(=O)(=O)c2ccccc2F)c(OC)c1	1.3%	3.5	706	i	-9.4%	1.2	2.1	1.3	0.855	-0.208	0.0794	-0.409	i	12.1	-3.2%	-0.71	1256
CCN1CCN(CC(O)COCCOc2ccc(Br)cc2)CC1 (centres undefined)	-1.3%	-2.4	729	i	-4.8%	6.0	2.7	4.1	0.48	-0.269	-0.0451	-0.386	i	-8.8	-5.3%	0.2	1206
COc1cc(OC)nc(NC(=O)CSc2nc3ccccc3[nH]2)n1	-1.6%	16.4	784	i	-3.0%	2.3	2.6	20.8	0.635	-0.219	0.585	0.669	i	5.4	0.6%	0.2	951
Nc1ccc2nc(-c3ccccc3)[nH]c2c1	-2.3%	nt	nt	i	1.9%	3.4	2.0	9.7	0.719	-0.221	-0.606	-0.174	i	3.5	7.4%	0.37	1484
